# Assay outcomes from PubChem.
# TAAR1 antagonist – human TAAR1 antagonism. 360,000 compounds, 1.5% hits. AID 624466. inhibition, % at 3 µM. CHO RD-HGA16 TAAR1, Fluo-8 calcium fluorescence, antagonist. Q96RJ0;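 active means inhibition above a per-plate cutoff, the mean inhibition of test compounds on that plate plus 3 SD, cut at about 49% in these data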;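 further: 0% = DMSO plus EC80 beta-PEA response and 100% = DMSO alone without agonist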
# Target sequence (Q96RJ0 whole entry, looked up): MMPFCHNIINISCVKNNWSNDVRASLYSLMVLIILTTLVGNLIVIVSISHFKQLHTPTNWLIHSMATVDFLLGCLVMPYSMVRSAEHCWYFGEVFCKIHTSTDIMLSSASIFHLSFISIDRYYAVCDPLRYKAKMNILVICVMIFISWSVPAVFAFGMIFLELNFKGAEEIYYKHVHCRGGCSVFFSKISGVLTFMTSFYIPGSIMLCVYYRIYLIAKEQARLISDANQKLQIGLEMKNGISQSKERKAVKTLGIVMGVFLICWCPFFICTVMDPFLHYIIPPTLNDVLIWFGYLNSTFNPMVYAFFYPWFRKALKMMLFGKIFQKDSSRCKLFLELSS
#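 Test system – hTAAR1-expressing CHO RD-HGA16 cells, Gα16-coupled · Reagent – β-PEA at EC80 concentration, post-compound challenge · Compound dosing – 3 µM, single point · Timing – 140 s kinetic read after compound, 140 s after agonist · Detection – Fluo-8 intracellular calcium dye fluorescence, real-time kinetic reads · Control set – DMSO and EC80 PEA controls · Repeats – n of 1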
# CHRM5 PAM – potentiates acetylcholine response at human M5 receptor | P08912 | CHO-K1 hM5, Fluo-8 calcium, ACh EC20 PAM; 0% = ACh EC20, 100% = ACh EC100 | activation, % at 3 µM | 360,000 compounds, 0.3% hits | AID 624038;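 active means activation above the run cutoff, the mean activation of all test compounds plus 3 SD, cut at about 18% in these data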
#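 System – CHO-K1 hM5 cells · Compound – 3 µM, single dose · Incubation – compound preincubation 140 s before EC20 acetylcholine addition · Technique – Fluo-8 calcium fluorescence · Measure – Max/basal fluorescence ratio as % of EC20–EC100 ACh window · Benchmarks – low control EC20 acetylcholine (0%), high control EC100 acetylcholine (100%) · Replication – singlicate, one well per test compound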
# CHO-K1 Ca PAM – nonselective activator or artifact in parental CHO-K1 calcium assay; ATP EC20, Fluo-8 calcium fluorescence; 0% at ATP EC20, 100% at ATP max; AID 602247; 360,000 compounds, 0.02% hits; activation, % at 3 µM;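 active means activation above the run cutoff, the mean activation of all test compounds plus 3 SD, cut at about 40% in these data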;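 further: peak over basal fluorescence ratio in a 140 s read after ATP addition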
# TAAR1 agonist – agonists of human TAAR1; Q96RJ0; CHO RD-HGA16 TAAR1, Fluo-8 calcium fluorescence; vehicle wells 0%, saturating PEA agonist 100%; activation, % at 3 µM; 360,000 compounds, 0.99% hits; AID 624467;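 active means activation above the mean activation of all test compounds in the run plus 3 SD, cut at about 38% in these data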
#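 Assay system – CHO-derived RD-HGA16 cells with stable Gα16 and human TAAR1 · Compound dosing – one-point dosing at 3 µM (nominal) · Incubation – 17-24 h seeding, 75 min 37 °C dye, 30 min RT · Measured by – kinetic Fluo-8 calcium fluorescence · Control set – DMSO vehicle as 0%, PEA at EC100 as 100% · Repeats – single well for each compound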
# M4 PAM – CHRM4 positive allosteric modulation. activation, % at 3 µM. CHO-K1 hM4/Gqi5, Fluo-8 calcium fluorescence, ACh EC20; 0% = ACh EC20, 100% = maximal ACh. 360,000 compounds, 0.4% hits;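 active means activation above its plate's cutoff, the mean activation of sample wells plus 3 SD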; further: some results filed as inactive read as strong as hits
# Target sequence (P08173 whole entry, looked up): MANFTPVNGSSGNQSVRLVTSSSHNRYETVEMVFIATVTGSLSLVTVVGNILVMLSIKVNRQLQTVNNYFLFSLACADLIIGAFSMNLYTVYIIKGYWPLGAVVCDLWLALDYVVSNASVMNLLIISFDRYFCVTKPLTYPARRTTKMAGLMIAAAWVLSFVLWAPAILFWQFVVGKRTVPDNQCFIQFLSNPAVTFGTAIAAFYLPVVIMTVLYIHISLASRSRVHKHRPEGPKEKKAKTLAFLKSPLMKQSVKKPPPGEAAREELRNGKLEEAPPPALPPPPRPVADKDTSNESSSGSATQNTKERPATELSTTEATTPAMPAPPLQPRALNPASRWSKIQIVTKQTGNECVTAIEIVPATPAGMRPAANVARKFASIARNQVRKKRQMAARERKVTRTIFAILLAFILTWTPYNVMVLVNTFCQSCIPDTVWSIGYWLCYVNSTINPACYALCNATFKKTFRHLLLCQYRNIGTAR
# M5 antag – antagonists of human muscarinic M5 receptor (CHRM5); 360,000 compounds, 0.59% hits; CHO-hM5 cells, Fluo-8 calcium fluorescence, ACh EC80; P08912; inhibition, % at 3 µM;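 active means inhibition above a per-plate cutoff, the mean of that plate's test compounds plus 3 SD, cut at about 27% in these data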;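 further: 0% = acetylcholine EC80 with DMSO and 100% = DMSO without agonist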
# CRFR2-BP antag – blocks CRF-induced signaling of the CRF-BP/CRF-R2 complex. HEK293 CRF-R2/CRF-BP, CRF-induced calcium fluorescence. inhibition, % at 11.8 µM. 350,000 compounds, 0.59% hits. AID 588475;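 active means inhibition of the ligand-induced calcium signal above about 50% at the single tested concentration, limit read from the data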
# CRFBP-R2 agonist – CRF-BP/CRF-R2 complex agonism | HEK293 CRF-R2/CRF-BP, calcium dye fluorescence (FLIPR); percent of saturating CRF peptide response | activation, % at 13.2 µM | 350,000 compounds, 0.46% hits | AID 588473;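 active means activation of at least 50%, plus an integration ratio under a set limit after plate pattern correction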;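 further: plate controls were neutral control wells without compound for no effect and CRF at EC100 for full effect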
# CHRM5 agonist – CHRM5 agonism in calcium assay; P08912; CHO-K1 hM5 cells, Fluo-8 calcium fluorescence; 0% DMSO wells, 100% maximal acetylcholine response; activation, % at 3 µM; 360,000 compounds, 0.19% hits; AID 624037;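 active means activation above the run's mean over test compounds plus 3 SD, cut at about 23% in these data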;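 further: signal is peak over basal fluorescence ratio across the kinetic read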
# Numbers without * were called inactive; . = no result given.
SMILES,TAAR1 antagonist,CHRM5 PAM,CHO-K1 Ca PAM,TAAR1 agonist,M4 PAM,M5 antag,CRFR2-BP antag,CRFBP-R2 agonist,CHRM5 agonist
CCOc1ccc(/C(O)=C2/C(=O)C(=O)N(CC3CCCO3)C2c2ccc(C)o2)cc1 (stereo unspecified),-9.6,3.8,10.6,2.7,6.8,-5.5,18.5,-1.2,0.7
O=C(CN1CCN(S(=O)(=O)c2ccc(Br)cc2)CC1)N/N=C/c1ccccc1C(=O)O,-20.6,3.6,1.5,0.0,-0.1,3.6,16.9,-1.0,-3.8
OCCCNC(c1ccccc1)c1ccc(O)cc1 (stereo unspecified),5.5,0.6,-0.4,1.5,8.8,-5.6,-9.3,-1.4,-3.3
Cc1ccc(S(=O)(=O)NC(C)c2ccccc2)cc1[N+](=O)[O-] (stereo unspecified),6.2,-0.4,14.5,-0.2,-6.6,7.5,8.5,2.3,-4.8
CCC(NS(=O)(=O)c1ccc(OC)cc1)C(=O)NCCc1ccccc1 (stereo unspecified),-11.2,2.0,-1.6,-0.8,0.5,-6.3,-4.4,-1.3,-4.2
Cc1ccc(N(CC(=O)NC2CCCCC2C)S(=O)(=O)c2c(C)noc2C)cc1 (stereo unspecified),-5.8,-4.7,-9.1,-2.2,8.3,6.7,-3.7,2.6,-3.1
CC(C)(C)c1ccc(C(=O)N/C(=C\c2cccs2)C(=O)NCc2ccco2)cc1,32.6,-3.6,5.1,29.3,0.3,2.7,-26.0,0.6,2.4
CSc1cccc(N2CC(C(=O)Nc3ccccc3N3CCCC3)CC2=O)c1 (stereo unspecified),-9.2,-8.2,-2.9,4.0,5.4,2.3,-9.3,-1.9,-0.8
CCN1CCN(c2ccc(S(=O)(=O)N3CCOCC3)cc2NC(=O)CC(C)C)CC1,-6.8,-3.9,9.6,4.1,6.3,6.9,-10.5,0.0,-2.3
COc1ccc(-n2c(Cc3cccs3)nnc2SCC(=O)Nc2ccc3c(c2)OCCO3)cc1,-51.1,12.9,16.0,8.0,10.8,4.2,6.5,1.1,-1.5
Cc1ccsc1C(=O)OCC(=O)N1CCc2ccccc2C1,-24.4,5.6,-22.6,4.9,-3.8,0.3,-5.5,-5.4,-2.3
COc1cccc(N2CCN(CC(=O)Nc3ccnn3C3CCCC3)CC2)c1,10.4,-5.0,0.7,0.8,-1.3,6.3,-9.3,0.6,6.6
COc1ccccc1NS(=O)(=O)c1cc(C(=O)NCc2ccco2)ccc1C,6.2,-4.2,19.5,1.9,-1.3,-5.0,-10.0,2.1,-2.0
CCCC(=O)N1CCC1(C)C(=O)NS(=O)(=O)c1ccc(C(C)(C)C)cc1 (stereo unspecified),-21.5,0.9,1.7,3.3,3.1,-1.8,.,.,0.4
CCc1nn(-c2cc(Oc3cccc4ccccc34)nc(-c3ccccc3)n2)c(N)c1C#N,-3.3,1.9,11.8,1.4,-5.3,1.0,-24.1,0.3,-1.1
Cc1ccc(NC2=C(Cl)C(=O)OC2OC(=O)c2ccco2)c(C)c1 (stereo unspecified),23.4,-4.4,7.8,6.3,-4.6,-2.5,-43.1,3.8,-1.6
O=C(Nc1ccnc(=O)[nH]1)c1sc2ccccc2c1Cl,-3.3,-0.5,7.4,1.5,1.5,8.1,-8.9,-1.4,-0.8
COc1ccc(CN(C(=O)c2oc3ccccc3c2C)C2CCS(=O)(=O)C2)cc1OC (stereo unspecified),7.6,-10.5,-7.7,24.7,1.5,8.2,-20.2,1.6,1.0
COC(=O)c1ccc2nc(-c3ccco3)c(Cc3ccc(C)cc3)n2c1,-10.1,-1.9,-4.5,-1.1,2.5,0.8,.,.,-0.6
CCCOC(=O)CSc1nc(N2CCOCC2)c2c(c1C#N)CC(C)(C)OC2,27.5,1.7,18.3,3.7,-9.6,0.5,5.0,-0.6,-6.1
Cn1ncc(Br)c1C(=O)N1CCCC1,-19.2,-1.0,10.2,1.1,-0.1,-2.5,26.8,6.0,-3.9
COc1ccc(-c2cc(C(=O)Nc3sc4c(c3C#N)CCCC4)c3ccccc3n2)cc1OC,-15.7,-0.3,0.5,8.3,3.9,4.1,-5.7,-0.8,3.4
CCOC(=O)CN1N=C(c2ccc(Cl)s2)CSC1=O,-38.5,-4.0,20.4,1.0,0.4,4.5,10.3,-3.7,-2.0
CCOC(=O)c1c(NC(=O)c2cccnc2)sc(C(C)=O)c1C,6.4,-0.2,21.4,2.7,-6.1,0.2,-32.4,2.0,-0.1
O=C(Cn1cnc2ccccc2c1=O)Nc1ccccc1N1CCOCC1,10.3,2.0,14.0,2.6,1.5,4.1,5.5,-0.9,1.0
NS(=O)(=O)c1ccc(CCNC(=O)CN2CCN(S(=O)(=O)c3ccccc3F)CC2)cc1,2.5,-0.6,9.0,2.2,0.7,3.5,-16.3,0.4,0.3
COc1ccc(NC(=O)CSc2nnc(C3CC3)n2-c2ccccc2)cc1,1.9,-4.5,-5.8,12.6,10.9,-0.3,-10.9,-0.9,3.4
O=C(CN1CCN(C(=O)C2CCCO2)CC1)Nc1c(Cl)cccc1Cl (stereo unspecified),-17.4,1.6,12.7,-0.3,6.5,-8.6,9.5,2.3,-4.3
Cc1cc(NC(=O)c2cc(-c3cccs3)on2)nn1Cc1ccc(Cl)cc1,-4.7,2.6,15.6,0.8,0.7,-6.0,-0.4,6.6,1.4
COc1ccc(/C=C/C(=O)O)cc1S(=O)(=O)N1CCc2ccccc21,-8.9,-1.4,-0.4,3.3,4.2,7.0,2.9,-0.4,-0.5
Cc1ccc(-n2nnnc2SCC(=O)NC2CC2)cc1C,3.5,-5.8,-1.3,1.6,-2.5,9.1,0.6,-0.4,-1.1
Cc1ccc2nc(C)cc(C(=O)OCC(=O)Nc3cccnc3Cl)c2c1,-12.8,3.9,2.1,0.7,-4.9,-1.0,0.0,-4.1,6.2
CC(C)(C)CNC(=O)C1(C)CCN1C(=O)Cc1ccc(-c2ccccc2)cc1 (stereo unspecified),-2.8,-6.3,5.4,4.8,-5.7,1.5,.,.,3.5
Cc1ccc(Cn2nnc(C(=O)Nc3cc(C)ccc3C)c2N)cc1,34.3,6.9,6.7,47.5*,5.5,10.7,-58.0,25.4,4.0
Cc1ccc(C)c(NC(=O)COC(=O)c2cccc(S(=O)(=O)N3CCCC3)c2)c1,-4.9,-2.1,11.6,2.5,1.1,7.0,1.2,-2.4,-0.9
COc1ccccc1NC(=O)CSc1nc(O)c(Cc2ccccc2)c(=O)[nH]1,-0.9,2.0,4.1,5.3,18.9,-0.5,12.6,1.7,0.0
CCCc1cc(=O)[nH]c2nnc(SCC(=O)Nc3nccs3)n12,-40.6,2.3,10.1,1.3,-0.4,-4.5,4.3,-0.1,-3.8
O=C(CCNS(=O)(=O)c1ccccc1F)N1CCN(S(=O)(=O)c2cccc(F)c2)CC1,2.2,8.2,-5.1,3.3,-4.2,-4.3,3.2,-0.3,-0.9
CCNC(=O)Cc1ccc(S(=O)(=O)N2CCOCC2)s1,-25.6,-4.0,-3.0,0.9,3.0,15.2,-1.7,3.1,-0.5
CCOC(=O)[C@H]1[C@H]2COc3ccc(C)cc3[C@@H]2N2C(=O)c3cc(Br)ccc3NC(=O)[C@@]12C,9.1,-13.0,5.7,9.7,-6.0,8.9,-4.3,-1.3,-5.4
O/N=C(\c1ccccc1)C(O)c1ccccc1 (stereo unspecified),1.8,1.4,-2.4,-2.2,-1.4,4.9,-1.5,-2.8,-1.8
CCCOc1ccc(N2C(=O)CC(SCCN)C2=O)cc1 (stereo unspecified),4.5,-3.3,3.9,0.7,-5.3,2.6,-11.0,1.7,-0.6
NC(=O)c1nsc(C(=O)N(c2ccc(F)cc2)C(C(=O)NC2CCCC2)c2ccncc2)c1N (stereo unspecified),4.3,7.3,9.9,1.7,0.1,4.7,-6.3,-1.2,-2.4
Cc1cnc(NC(=O)CC2CCCC2)s1,-5.0,1.9,-14.2,0.2,7.8,6.2,-71.0,-1.0,3.2
COc1ccc(OC)c(C(O)c2ncc(-c3ccccc3Cl)[nH]2)c1 (stereo unspecified),7.9,-1.4,22.4,3.3,3.1,-2.9,.,.,1.0
CCCCNC(=O)c1cc(C)no1,18.3,-1.0,23.8,9.4,-0.8,2.0,11.4,1.8,-1.2
O=C(c1ccc(N2C(=O)C3C4CC(C(Br)C4Br)C3C2=O)cc1)N1CCCCC1 (stereo unspecified),7.4,8.2,11.6,24.5,-1.6,4.6,-16.1,13.1,6.8
COc1ccc(Cl)cc1NC(=O)C12CCC(C)(C(=O)O1)C2(C)C (stereo unspecified),1.8,-4.6,13.2,7.7,-0.9,-1.5,20.6,-0.9,-1.6
Cc1ccc(CNC(=O)C2CCN(S(=O)(=O)c3c(C)noc3/C=C/N(C)C)CC2)cc1,-9.7,-5.1,-2.9,-0.2,-2.5,4.5,4.5,-0.1,-1.9
Cc1cc(NC(=O)c2cncc(Br)c2)n(-c2ccccn2)n1,-4.8,13.9,6.1,1.9,11.2,-3.7,-5.0,-1.0,1.6

# Complete entries, quoted from the list. Order of screens: TAAR1 antagonist	CHRM5 PAM	CHO-K1 Ca PAM	TAAR1 agonist	M4 PAM	M5 antag	CRFR2-BP antag	CRFBP-R2 agonist	CHRM5 agonist
# O=C(c1ccc(N2C(=O)C3C4CC(C(Br)C4Br)C3C2=O)cc1)N1CCCCC1 (stereo unspecified) across the screens: 7.4	8.2	11.6	24.5	-1.6	4.6	-16.1	13.1	6.8
# NC(=O)c1nsc(C(=O)N(c2ccc(F)cc2)C(C(=O)NC2CCCC2)c2ccncc2)c1N (stereo unspecified) across the screens: 4.3	7.3	9.9	1.7	0.1	4.7	-6.3	-1.2	-2.4

# Additional entries follow.
SMILES,TAAR1 antagonist,CHRM5 PAM,CHO-K1 Ca PAM,TAAR1 agonist,M4 PAM,M5 antag,CRFR2-BP antag,CRFBP-R2 agonist,CHRM5 agonist
CC(C)[C@@H](CO)NS(=O)(=O)c1ccc(Br)cc1F,7.5,0.5,8.8,0.1,4.5,2.0,1.2,-2.4,-0.4
CCOC(=O)C1(Cc2cccc(OC)c2)CCN(C2CCOCC2)CC1,17.6,-3.3,19.4,-0.1,-14.2,-5.2,5.3,2.2,-9.3
C[C@@H]1CN([C@@H](C)CO)C(=O)CCCn2nncc2CO[C@H]1CN(C)S(=O)(=O)c1ccccc1,3.6,-1.0,-11.0,3.7,-1.7,6.0,-10.7,0.2,0.6
COCCNC(=O)C1(C)CCCN(Cc2ccccc2N(C)C)C1 (stereo unspecified),-23.5,2.7,10.9,0.6,-3.0,0.6,.,.,-0.6
